# TbREL1 primary – TbREL1 RNA ligase inhibitors, primary screen, biochemical, FRET fluorescence; TbREL1 RNA ligation; inhibition, % at 9.66 µM; 89,000 tested, 0.49% active; AID 1117264, 2014;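 active = inhibition above the mean inhibition across all screened compounds plus 3 SD, cut at about 11% in these data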;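 note: 0% = plate median of test wells and 100% = NSC42067 control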
# Target sequence (P86926 whole entry, looked up): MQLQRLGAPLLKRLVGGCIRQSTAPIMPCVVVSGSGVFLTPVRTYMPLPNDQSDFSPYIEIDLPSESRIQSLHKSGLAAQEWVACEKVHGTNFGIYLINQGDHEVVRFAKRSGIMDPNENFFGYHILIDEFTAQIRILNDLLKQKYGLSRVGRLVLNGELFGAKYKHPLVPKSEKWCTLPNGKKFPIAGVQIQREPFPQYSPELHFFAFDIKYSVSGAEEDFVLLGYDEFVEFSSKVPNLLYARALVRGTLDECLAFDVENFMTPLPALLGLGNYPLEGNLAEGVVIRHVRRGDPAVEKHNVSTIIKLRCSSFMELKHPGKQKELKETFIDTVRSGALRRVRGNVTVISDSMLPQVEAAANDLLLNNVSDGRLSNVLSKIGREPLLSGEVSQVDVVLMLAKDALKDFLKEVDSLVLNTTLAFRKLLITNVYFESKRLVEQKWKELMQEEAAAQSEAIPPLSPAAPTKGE
# * = called active by the depositor. A portion of the library; rates above refer to the full screens.
SMILES	TbREL1 primary
COc1ccc(-c2cc(C(=O)c3c(N)n(C)c(=O)n(C)c3=O)c3ccccc3n2)cc1	2.2
OCCN(CCO)CC(O)COCCC12CC3CC(CC(C3)C1)C2 (stereo not given)	1.0
COC(=O)CNC(=O)COC(=O)Cc1ccc(Cl)cc1	4.6
Cc1ccc(C(NC(=O)C2CCN(Cc3ccc(Cl)c(Cl)c3)CC2)c2ccccn2)cc1 (stereo not given)	-4.2
COc1ccc(CNC(=O)CN(C(=O)CCC(=O)Nc2ccccn2)c2cc(C)ccc2C)cc1	-0.9
O=C(O)[C@H](Cc1ccccc1)NC(=O)C(c1ccccc1)(c1ccccc1)c1ccccc1	-0.1
O[C@@H]1C[C@H](c2ccc(Cl)cc2)N(CC2CCCCC2)C[C@H]1n1cc(C2CC2)nn1	-0.1
CCOC(=O)CSc1cc(CS(=O)(=O)c2ccccc2)nc(-c2ccccc2)n1	-0.8
CC(=O)N1CCN(c2ccc(NCc3ccco3)cc2)CC1	-6.3
COc1ccccc1C(=O)N/C(=C/c1ccco1)C(=O)Nc1ccc(C(=O)O)cc1	0.6
CCOC(=O)[C@@H]1[C@H]2COc3ccccc3[C@@H]2N2C(=O)N(c3ccc(F)cc3)C(=O)[C@@]12C	3.7
COC(=O)C(NS(=O)(=O)c1ccccc1Br)C(C)C (stereo not given)	6.0
Cc1cc(C)c(C)c(S(=O)(=O)NCCCN2CCOCC2)c1C	-4.3
Cc1ccc(-c2nnn(CC(=O)N(Cc3ccc(F)cc3)C(C(=O)NC3CCCC3)c3ccncc3)n2)o1 (stereo not given)	-3.3
Cc1ccc(NC2=NCC(=O)N2c2ccc3c(c2)OCCO3)c(C)c1	-1.9
Nn1c(SCc2ccc([N+](=O)[O-])cc2)nnc1-c1cc(-c2ccccc2)n[nH]1	2.1
CCCCNC(=O)C[C@H]1C(=O)N(Cc2ccc(OC)cc2)C2=CCCCC[C@@]21C(=O)OC	-5.4
Cc1ccc2c(c1)C(c1ccccc1)N(C(=O)C(C)C)CC(=O)N2 (stereo not given)	-1.5
CCC(=O)Nc1ccc(NC(=O)c2ccccc2Cl)nc1	0.6
CN(C)CCNC(=O)C(=O)NCC1OCCCN1S(=O)(=O)c1cccs1 (stereo not given)	-0.1
CC1CCCCN1C(=O)CSc1nc(C2CC2)nc2c1cnn2-c1ccccc1 (stereo not given)	0.7
CC(=O)Nc1ccc(S(=O)(=O)N(C)CC(=O)OCC(=O)Nc2cccnc2Cl)cc1	7.7
COc1cccc2c1C(=O)CC2NC(=O)C(F)(F)F (stereo not given)	-1.0
Cc1cc2ncn(S(=O)(=O)c3ccc(F)cc3)c2cc1C	0.0
COCCCn1c(-c2ccc(OC)cc2)nc2c1c(=O)[nH]c(=O)n2Cc1ccccc1	-0.3
NS(=O)(=O)c1ccc(CNc2ncnc3sccc23)cc1	6.1
CCc1ccc(-c2nc(C(N)=O)c3[nH]c(=O)n(-c4ccccc4OC)c3n2)cc1	-2.4
Cc1csc(=S)n1-c1ccccc1	2.4
O=C(NCC1CCCO1)c1cccc(S(=O)(=O)Nc2ccc(F)cc2)c1 (stereo not given)	1.8
Cn1c(=O)c2c(nc(OC3CCCC3)n2C)n(C)c1=O	-1.1
Cc1cc(O)ccc1Nc1nc(-c2cccnc2)cs1	-3.8
CCC(C)NS(=O)(=O)c1ccc(NC(=O)c2c(-c3ccccc3)noc2C)cc1 (stereo not given)	6.3
C#Cc1ccc(CN2CCC(Oc3ccc(C(=O)NCc4ccccn4)cc3)CC2)cc1	-0.5
Cc1cc(C)nc(NS(=O)(=O)c2ccccc2)n1	-2.9
O=C(Nc1ccccn1)c1ccc(S(=O)(=O)N2CCCC2)cc1	1.4
O=C(NCCNC(=O)c1ccccc1)c1ccccc1	5.1
CCCn1nc2cc(C(=O)NCc3ccccc3)ccc2c1OCC	-0.1
Cc1ccc(C)c(N2CCN(C(C(=O)NC3CCCC3)C(C)C)CC2)c1 (stereo not given)	0.6
O=c1cc(CO)oc2ccccc12	-1.5
CCn1cc(C(=O)NC2CCCc3c2cnn3-c2cccc(C)c2C)cn1 (stereo not given)	-1.8
O=C(c1ccoc1)N1CCC2(CC1)Oc1ccc(F)cc1C(=O)C21CC(c2cccnc2)=NO1 (stereo not given)	0.7
CCCC(=O)N1CCC1(C)C(=O)NS(=O)(=O)c1ccc(C#N)cc1 (stereo not given)	0.5
Cn1c(=O)n(C)c2cc(S(=O)(=O)N3CCCCC3)ccc21	2.0
CCCCCCOc1ccc(N2C(=O)CC(S/C(N)=N/N=C(\C)c3cccs3)C2=O)cc1 (stereo not given)	-0.6
CCc1nc(C)c(C#N)c2cc(OC)c(OC)cc12	5.2
CC1(C)C2CC=C(/C=N/NC(=O)C(N)=O)C1C2 (stereo not given)	2.2
CCOC(=O)N1CCN(c2cc(C)nc3nc(C)nn23)CC1	-0.9
O=C(NC1CCCC1)C(c1ccccn1)N(C(=O)c1csnn1)c1ccccc1F (stereo not given)	1.4
CC(C)(C)NC(=O)CSc1nc(-c2ccc(F)cc2)cs1	-1.1
Cn1c(CSc2nc3ccccc3s2)nnc1SCC(=O)NCc1ccccn1	1.6
O=C1C2C3C=CC(C2C(=O)N1c1cccc(O)c1)C1C2C(=O)N(c4cccc(O)c4)C(=O)C2C31 (stereo not given)	2.5
CCOc1ccc(/C=C2\SC(=S)N(C(C(=O)O)c3ccccc3)C2=O)cc1OC (stereo not given)	3.1
CC[C@H](C)[C@@H](COC=O)NC(=O)[C@H]1O[C@@H](n2ccc(N)nc2=O)[C@H](O)[C@@H]1O	3.3
COc1ccc(-c2csc(NC(=O)c3ccccc3OC)c2C(=O)O)cc1OC	-0.6
CCOc1ccc(C(=O)CCC(=O)NCC(=O)OCc2ccccc2)cc1OCC	4.7
O=C(CSc1nc2ccccc2s1)N/N=C/c1cc([N+](=O)[O-])ccc1O	8.0
Cc1cccc(-c2nsc(SCC(=O)NCc3ccc4c(c3)OCO4)n2)c1	-0.9
Cc1ccc(SCC(=O)OCC(=O)NC2(C#N)CCCCC2)cc1	-0.8
N#CCCN1CCN(S(=O)(=O)c2cc(Cl)ccc2Cl)CC1	0.0
CCCC(=O)Nc1nc2n(n1)C(c1ccccc1)CC(=O)N2 (stereo not given)	-0.3

# (further entries)
SMILES	TbREL1 primary
CCOC(=O)CSc1nc(-c2ccccc2)cc(C(F)(F)F)n1	-0.8
Cc1ccc(C(C)C)c(OCCNCCc2ccccc2)c1	13.2*
COc1cc2c(cc1NC(=O)Nc1ccc(F)cc1)oc1ccccc12	4.7
O=C(CSc1nnc(-c2c[nH]c3ccccc23)n1C1CC1)NC1CCS(=O)(=O)C1 (stereo not given)	-0.8
NC(=S)NN=C1C=CCCC1	-4.0
CCN(C1CCCCC1)S(=O)(=O)c1ccc(C(=O)O)cc1	4.8
COc1ccc(C(C(=O)N(C)C2CCCC2)N(Cc2ccc(F)cc2)C(=O)c2csc(-c3ccccc3)n2)cc1OC (stereo not given)	-0.4
COc1ccc(OC)c(NC(=O)C(C)N2c3cccc4cccc(c34)S2(=O)=O)c1 (stereo not given)	-4.1
Cc1nnsc1-c1c(C(=O)N2CCOCC2)c(C)nn1-c1ccccc1	0.6
Nc1nonc1-c1nc2ccccc2n1CC(=O)Nc1ccccc1	7.3
O=[N+]([O-])c1ccc(/C([O-])=C(/C(=S)NCc2ccco2)[n+]2ccccc2)cc1	5.1
Cc1ccc(NC2=CC(=O)CC(c3ccco3)C2)c(N)c1 (stereo not given)	-2.6
CCc1nnc(NC(=O)CCC(=O)N2CCN(CCc3ccccc3)CC2)s1	2.2
Cc1ccc(-n2c(-c3ccc(Br)cc3)c[n+]3c2CCc2ccc4cccnc4c2-3)cc1	6.7
CCOC(=O)C(NC(=O)CC)(Nc1ccccc1OC)C(F)(F)F (stereo not given)	-0.8
O=C(C[C@H]1C/C=C\CC[C@H](Cc2ccc(F)cc2)C(=O)O[C@@H](c2ccccc2)CNC1=O)N[C@H](CO)Cc1ccccc1	-1.1
O=C(C1CCC1)N1CCc2cc(S(=O)(=O)N3CCN(c4ccccc4F)CC3)ccc21	-2.1
COc1ccc(-n2c(SCC(=O)NC3CCCCCC3)nnc2-c2ccncc2)cc1	-0.2
Clc1ccc2nnnc(-c3ccccc3)c2c1	4.7
CCn1cnc2c(Nc3cccc(Cl)c3)nc(C#N)nc21	1.5
O=C(c1ccco1)N1CCN(C(=O)c2cc(-c3ccccc3)nc3ccccc23)CC1	-0.6
CCOC(=O)N1CCN(c2c(N3CCN(c4ccccc4OC)CC3)c(=O)c2=O)CC1	-4.2
Nc1[nH]nc2nc(N3CCOCC3)nc(-c3ccccc3)c12	1.4
COc1ccccc1NS(=O)(=O)c1ccc(C)c(C(=O)NCc2cccnc2)c1	4.6
Cc1nnc(-c2cnn(-c3ccccc3)c2N)n1Cc1ccncc1	2.2
c1ccc(-c2ccc(-c3ccccn3)nn2)nc1	2.3
COC(=O)c1cc(C(=O)OCC(=O)NC2CCCCCCC2)cc([N+](=O)[O-])c1	0.1
CCn1c(CSc2nc3ccccc3s2)nnc1SCC(=O)c1ccc(O)c(O)c1	2.2
COc1ccc(N2CC(O)(c3ccc(F)cc3)[N+]3=C2CCCC3)cc1 (stereo not given)	-1.4
c1ccc(Cc2ccc(OCCn3ccnc3)cc2)cc1	4.9

# 5 entries from above, arranged by length of the SMILES, smallest number first.
SMILES	TbREL1 primary
c1ccc(Cc2ccc(OCCn3ccnc3)cc2)cc1	4.9
Cc1nnc(-c2cnn(-c3ccccc3)c2N)n1Cc1ccncc1	2.2
O=C(c1ccco1)N1CCN(C(=O)c2cc(-c3ccccc3)nc3ccccc23)CC1	-0.6
O=C(C1CCC1)N1CCc2cc(S(=O)(=O)N3CCN(c4ccccc4F)CC3)ccc21	-2.1
O=C(C[C@H]1C/C=C\CC[C@H](Cc2ccc(F)cc2)C(=O)O[C@@H](c2ccccc2)CNC1=O)N[C@H](CO)Cc1ccccc1	-1.1

# Following part
SMILES	TbREL1 primary
CC(=O)Nc1sc(NC(=O)c2ccc(Cl)cc2)nc1-c1cccs1	2.8
O=C(CNS(=O)(=O)c1ccc(Br)s1)N1CCN(c2ccccn2)CC1	-3.2
Cc1cc(C)n(-c2nnc(SCC(=O)NC3CCCC3)c3ccccc23)n1	0.2
COCC(=O)Nc1ccc(C)c(Cl)c1	2.8
CCOCCCNc1ccc(N2C(=O)C3CCCCC3C2=O)cc1[N+](=O)[O-] (stereo not given)	-3.0
CCOC(=O)CSc1snnc1C	2.8
CCOC(=O)CSc1nc2ccccc2c(=O)n1NC(=O)c1ccccc1	3.0
O=C(COc1ccccc1-c1ccccc1)NCCN1C(=O)S/C(=C\c2cccnc2)C1=O	-1.4
CCN(CC(=O)Nc1ccc(OC)cc1)C(=O)CSCC(=O)Nc1cc(C)on1	4.0
Cc1cc(C)n(-c2ccc(C(=O)Nc3cc(C(F)(F)F)ccc3N3CCOCC3)cc2)n1	-0.3
O=C1C2C(CC3c4ccccc4CCN32)CN1c1ccccc1 (stereo not given)	-2.6
COc1cc(C(=O)NC2CCN(C)CC2)ccc1Nc1ncc2c(n1)N(Cc1ccccc1)CCC(=O)N2C	1.8
COc1ccc(C2(CNC(=O)c3cc(OC)c(OC)c(OC)c3)CCCC2)cc1OC	-2.4
O=C(Nc1ccc(F)cc1)Nc1ccc(S(=O)(=O)N2CCCC2)cc1	1.6
O=c1c2ccc([N+](=O)[O-])cc2ncn1CCOc1ccc(Cl)cc1	4.5
O=C(COC(=O)CNS(=O)(=O)c1ccccc1)Nc1ncc(Cl)cc1Cl	-0.3
CCCCNS(=O)(=O)/C=C/c1cc2c(cc1CNC(=O)OC(C)(C)C)OCO2	7.7
Cn1cccc1CC(=O)NNC(=O)Nc1ccccc1F	6.3
COCCN(C(=O)c1ccc(OCC(C)C)cc1)c1c(N)n(Cc2ccccc2)c(=O)[nH]c1=O	-6.1
COc1cc(C(=O)O)ccc1OCc1ccccc1	2.8
COc1ccc2cc3c(N)nn(C(=O)Cc4ccc(Cl)cc4)c3nc2c1	3.1
CN(C)c1cccc(-c2nccc(N3CCC(C(N)=O)CC3)n2)c1	2.7
COc1ccc(C(=O)CSc2nnc(-c3ccccn3)n2-c2ccccc2)cc1	-0.1
C=CCc1c(C)nc(SC)nc1Nc1ccc(C(=O)O)cc1	1.6
CCOc1cc(C(=O)NC(=S)Nc2ccc(Cl)c(C(=O)O)c2)cc(OCC)c1OCC	-2.0
CCOC(=O)C1C(=O)NC(N2CCN(c3ccccc3)CC2)=NC1c1ccco1 (stereo not given)	-1.6
CN(C(=O)COC(=O)/C=C/c1cccs1)c1c(N)n(Cc2ccccc2)c(=O)[nH]c1=O	0.2
Cc1cc(N2CCN(CCO)CC2)n2nc(C)nc2n1	1.9
O=c1c2cccc3c2c(nn1-c1ccccc1)-c1ccccc1-3	0.8
CC(=O)C[C@@H](O)CC(=O)[C@@H]1OC(=O)[C@H](C)C/C=C\Cc2ccccc21	-1.7
CC(C)C(c1nnnn1Cc1ccc(F)cc1)N1CCN(C2CCCCC2)CC1 (stereo not given)	2.2
CCOC(=O)C1CCN(C(=O)C2CCN(c3nc4ccc(OC)cc4s3)CC2)CC1	-2.5
CC(=O)NC1CC2CCCC(C1)N2C(=O)Nc1ccccc1 (stereo not given)	-1.6
COc1ccc(/C=N/NC(=O)c2ccc(COc3ccccc3Cl)o2)cc1	3.6
COc1ccc(C(=O)OCCN(C)C2CN(Cc3cn(Cc4ccccc4Cl)nn3)S(=O)(=O)C2)cc1OC (stereo not given)	-1.1
Oc1ccc2ccccc2c1N=Nc1ccccn1	-4.0
Cc1csc(SCC(=O)O)n1	1.4
O=S1(=O)c2ccc(N3CCCC3)cc2Oc2ccccc2CN1Cc1cn(Cc2ccc(F)cc2)nn1	1.0
C[C@H](CO)N1C[C@H](C)[C@@H](CN(C)C(=O)Nc2ccccc2)Oc2ncc(-c3ccc(C#N)cc3)cc2C1=O	-2.2

# From PubChem
